# SUMO Mot1 rescue – SUMOylation pathway inhibition by Mot1-301 growth rescue. S. cerevisiae Mot1-301 growth rescue, ATP luminescence, 38.5C; percent above DMSO median, 100 means doubled. growth rescue, % at 18.8 µM. 1% of 320,000 active;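 active = every valid replicate shows activation above 250% relative to neutral control wells; inactive = the rest, any valid replicate at or below 250%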;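 note: OY570 slx delta 5 strain wells were the positive control but not used for scaling; some compounds called inactive have numbers as strong as hits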
# NSD2 inh – inhibitors of human histone methyltransferase NSD2; O96028; NSD2 peptide methylation, AlphaScreen, 120 min; inhibition, % at 12.5 µM; 0.54% of 310,000 active; in the data active = inhibition above about 50%
# Keap1-Nrf2 PPI – disrupts human Keap1 binding to Nrf2 peptide | Q14145 | Keap1 Kelch-Nrf2 peptide fluorescence polarization, 1536-well | inhibition, % at 9.4 µM | 0.15% of 340,000 active | AID 504523; in the data active = inhibition above about 12%; inconclusive = no clear call, values can overlap the other calls; inactive = below about 7.3%;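 note: human Keap1 Kelch domain with fluorescein labeled Nrf2 9mer peptide probe; 0% = neutral control wells and 100% = peptide positive control; higher means more block of Keap1 binding to Nrf2 peptide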
# Target sequence (Q14145 whole entry, looked up, the tested form may be a part): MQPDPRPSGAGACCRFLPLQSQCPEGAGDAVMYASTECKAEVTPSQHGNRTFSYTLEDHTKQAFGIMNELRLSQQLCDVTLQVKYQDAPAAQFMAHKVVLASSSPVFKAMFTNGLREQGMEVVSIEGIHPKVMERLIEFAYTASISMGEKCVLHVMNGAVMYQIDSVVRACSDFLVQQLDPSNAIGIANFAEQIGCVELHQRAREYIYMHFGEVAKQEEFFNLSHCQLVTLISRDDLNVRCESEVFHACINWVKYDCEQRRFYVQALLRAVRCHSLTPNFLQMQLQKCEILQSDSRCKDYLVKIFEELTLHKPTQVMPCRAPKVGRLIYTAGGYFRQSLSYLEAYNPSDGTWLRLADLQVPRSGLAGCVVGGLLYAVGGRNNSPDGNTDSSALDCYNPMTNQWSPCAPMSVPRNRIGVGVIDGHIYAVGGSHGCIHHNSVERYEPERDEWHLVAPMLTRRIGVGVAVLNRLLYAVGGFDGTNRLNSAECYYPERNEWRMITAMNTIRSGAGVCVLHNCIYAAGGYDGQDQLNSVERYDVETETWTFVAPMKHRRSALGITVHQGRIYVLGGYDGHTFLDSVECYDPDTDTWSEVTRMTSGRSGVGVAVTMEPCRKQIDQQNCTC
# Cardiac RTF inh – cardiac RTF calcium desensitization; P19429+P45379; IANBD-labeled cardiac RTF, Ca2+ fluorescence; inhibition, % at 7.15 µM; 0.12% of 340,000 active; AID 493244;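 active = inhibition above the mean inhibition of all tested compounds plus 3 SD, cut at about 17% in these data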;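 note: assay run at fixed EC70 calcium of 1.6 mM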
# Rtt109 Vps75 – blocks Candida albicans Rtt109/Vps75 acetyltransferase activity; Q5AAJ8; purified Rtt109/Vps75, ThioGlo CoA-SH fluorescence, 4 h; inhibition, % at 34.9 µM; 0.16% of 330,000 active;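 active = inhibition of at least 50% in every replicate; inconclusive = best replicate reaches 50% inhibition but some replicates fall short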
# C-LANA FP – blocks KSHV LANA C-terminal domain binding to DNA | inhibition, % at 9 µM | MBP-C-LANA/FAM-LBS DNA binding, fluorescence polarization | AID 504423 | 0.078% of 340,000 active;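 active = highest replicate inhibition at or above 60% at 9 µM, even if other replicates fall short; inactive = all replicates below 60% inhibition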;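 note: 0% = neutral control wells and 100% = 4 µM acridine orange control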
# PvdQ acylase – P. aeruginosa PvdQ acylase inhibition; purified PvdQ acylase, fluorescence plate reader; 0.063% of 340,000 active; AID 488965; inhibition, % at 10 µM; in the data active = inhibition above about 30%, passing the limit was not always enough; inconclusive = no clear call, values can overlap the other calls;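 note: 0% = vehicle neutral wells and 100% = reference inhibitor wells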
# RTF Ca sens act – cardiac RTF calcium sensitization | IANBD-labeled TnC RTF fluorescence at EC20 calcium; 0% EC20 calcium, 100% full calcium | activation, % at 7.2 µM | P19429+P45379 | AID 493008 | 0.24% of 340,000 active;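 active = activation above the mean over all tested compounds plus 3 SD, cut at about 30% in these data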;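 note: rise in fluorescence read as greater calcium sensitivity of cardiac thin filaments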
# PfHsp90 set2 – growth inhibition of yeast expressing Plasmodium Hsp90 | 0.32% of 310,000 active | AID 504621 | S. cerevisiae expressing PfHsp90, BacTiter-Glo ATP, 48 h; yeast lacking PDR1 and PDR3 efflux regulators | inhibition, % at 9.4 µM;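 active = every replicate shows inhibition above about 80%, whatever the replicate mean, limit read from the data; inconclusive = mean inhibition reaches the set limit but some replicate falls short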;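 note: 0% = DMSO neutral controls and 100% = 20 µM radicicol positive controls; yeast relying on Plasmodium falciparum Hsp90 in place of its own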
# CDK5 p35 inh – CDK5/p35 (human) kinase inhibition; 0.01% of 330,000 active; Recombinant CDK5/p35, ADP-Glo luminescence, 60 min; Q00535+Q15078; inhibition, % at 10 µM;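 active = highest replicate inhibition of at least 50% and at least 75% of replicates reaching 50%; inconclusive = only one of the two criteria met; inactive = both criteria failed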;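 note: plate controls were DMSO neutral control for no effect and GW8510 at 10 µM for full effect; many of its hits are not listed in these tables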
# dFosB activator – enhances mouse delta FosB homodimer DNA binding; P13346; purified delta FosB, TAMRA-CDK5 oligo fluorescence polarization; percent of positive-control signal above neutral wells; activation, % at 25 µM; 0.99% of 340,000 active;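 active = mean activation above about 17%, with every replicate also reaching it, limit read from the data, passing the limit was not always enough; inconclusive = only one of the two conditions met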;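 note: fluorescence polarization rise as delta FosB binds a TAMRA Cdk5 AP-1 oligo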
# Target sequence (P13346 whole entry, looked up): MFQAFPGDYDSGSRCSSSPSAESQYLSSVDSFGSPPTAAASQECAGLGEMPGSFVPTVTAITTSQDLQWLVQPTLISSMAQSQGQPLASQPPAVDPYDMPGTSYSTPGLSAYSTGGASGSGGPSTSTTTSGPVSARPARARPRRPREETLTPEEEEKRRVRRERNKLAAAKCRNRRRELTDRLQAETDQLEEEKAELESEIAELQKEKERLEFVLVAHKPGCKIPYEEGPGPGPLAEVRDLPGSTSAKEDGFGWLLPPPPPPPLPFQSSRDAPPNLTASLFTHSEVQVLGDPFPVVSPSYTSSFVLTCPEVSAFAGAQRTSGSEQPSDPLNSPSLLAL
# Starred values were filed as active, the others as inactive; ? = inconclusive; nt = no result given. An unsorted share of the library; overall some 3.2% were active at least once.
SMILES,SUMO Mot1 rescue,NSD2 inh,Keap1-Nrf2 PPI,Cardiac RTF inh,Rtt109 Vps75,C-LANA FP,PvdQ acylase,RTF Ca sens act,PfHsp90 set2,CDK5 p35 inh,dFosB activator
O=C(N/N=C/CCc1ccccc1)c1ccccc1,-5,0,-4,-1,0,1.3,4,-2,-3,1.4,1
COc1ccc(CC(=O)NNC(=O)c2nn(Cc3ccccc3)c(=O)c3ccccc23)cc1OC,456,0,-3,-2,-6,0.9,-9,-1,-47,-0.1,9
COC(=O)c1ccc(OCC(O)CNC2CCCC2)cc1 (centres undefined),-1,1,1,-4,-1,-1.9,-6,-5,-1,-1.5,1
Cc1cc(NC(=O)c2cc(-c3cccc(Cl)c3)on2)no1,35,-1,-2,-6,1,-1.0,-15,1,0,-1.1,1
Cc1ccc(S(=O)(=O)c2nc(NN(C)C)sc2Cl)cc1,11,1,1,2,7,2.7,-18,2,-27,-0.5,-12
Cc1ccc(NS(=O)(=O)c2ccc(C(=O)NCCCN3CCOCC3)cc2)cc1,-10,10,-1,-13,0,0.1,-10,1,nt,1.2,0
NC(=O)c1ccc(N=Cc2c(O)ccc3ccccc23)cc1,2,6,0,-3,0,-1.7,-7,-4,-12,0.7,2
O=C1CCC2c3ccc4ccccc4c3CCN12 (centres undefined),-21,4,-5,-5,-4,-0.4,-10,8,nt,0.7,-11
CN1CCOc2cc(S(=O)(=O)NCc3ccc(S(N)(=O)=O)cc3)ccc21,-1,1,3,-4,-2,-0.2,-18,2,-3,-2.1,-3
Cc1cc2ccccc2n1CCNC(=O)COc1ccccc1,-4,nt,-2,-3,-1,0.2,1,8,-8,4.9,-13
O=C(Nc1ccc(Cl)cc1)c1cc(-c2cccs2)on1,-3,-2,-2,-5,2,-2.1,8,1,-15,-0.7,?
Cc1noc(C)c1CSc1nnc(-c2ccncc2)n1-c1ccc(Cl)c(Cl)c1,1,6,1,-3,-1,0.3,-8,5,2,-1.5,-5
CCOC(=O)c1ccc(NC(=O)CSC2=NC(=O)C(CC)C(=O)N2)cc1 (centres undefined),122,2,-2,0,8,-0.6,5,-3,1,0.1,-2
CCc1ccc(NC(=O)CSc2nc3ccccc3c(=O)n2CCCC(=O)N2CCCC2)cc1,45,0,3,-1,11,3.6,15,0,nt,0.2,-7
COc1ccc(-c2ccc(F)cc2)cc1[C@H]1[C@H]2C=CC[C@@H](C)[C@@H]2C(=O)N1Cc1ccccc1,-16,nt,-8,6,4,-2.7,-25,7,nt,-4.3,-2
Cc1nc(NCc2ccco2)c2oc3ccccc3c2n1,-4,5,-11,-4,-4,-0.4,-10,3,28,1.4,-26
CSCc1ccc(C(=O)Nc2ccc(C(N)=O)cc2)cc1,2,-2,-2,-13,-26,-0.7,-12,5,3,0.2,-4
S=c1[nH]nc(-c2ccccn2)n1/N=C/c1ccc(-c2ccccc2Cl)o1,3,-3,-5,11,16,-0.3,9,-9,0,0.8,3
CCc1noc(C)c1C(=O)N1CCCC(N2CCN(c3ccc(F)cc3)CC2)C1 (centres undefined),190,-1,-3,3,14,nt,3,-1,-1,0.5,-8
O=C(CSc1ccc2nnc(-c3ccccn3)n2n1)Nc1ccccc1,11,1,2,-3,13,-2.5,-2,-3,-3,-0.9,-6
O=C(Nc1ccc(S(=O)(=O)NC2=NCCCCC2)cc1)c1cc(F)c(F)cc1Cl,nt,0,0,-2,4,-1.5,-5,-2,-10,-0.9,-5
O=C(COc1ccc(S(=O)(=O)N2CCOCC2)cc1)Nc1ccc(Br)cc1,-11,-2,-4,-11,3,-0.8,-13,0,11,-0.6,-8
CC(=O)Nc1ccc(NC(=O)COC(=O)c2cnccn2)cc1,5,nt,-2,0,-3,-0.8,1,2,25,0.1,-6
O=C(CCC(=O)Nc1ccccc1Cl)NNC(=O)NC1CCCCC1,-13,-2,-2,-6,27,-0.6,4,2,10,-1.5,-6
Cc1ccc(NS(=O)(=O)c2cccc(C(=O)NCC(c3ccco3)N3CCCCC3)c2)cc1 (centres undefined),-17,3,2,-2,16,-1.3,4,-5,7,-1.0,-10
SMILES,SUMO Mot1 rescue,NSD2 inh,Keap1-Nrf2 PPI,Cardiac RTF inh,Rtt109 Vps75,C-LANA FP,PvdQ acylase,RTF Ca sens act,PfHsp90 set2,CDK5 p35 inh,dFosB activator
Cc1cccc(C2c3[nH]c4ccccc4c3CCN2Cc2cccn2-c2ncccn2)c1 (centres undefined),4,2,1,-11,1,1.8,-2,0,-7,0.0,-3
CCOC(=O)CSc1nnc(N)s1,-26,2,3,2,-4,-1.4,-11,-1,2,-0.3,-6
Cc1cc(C)c2[nH]c(C(=O)Nc3ccc4c(c3)OCO4)cc2c1,20,1,-3,0,0,0.4,-10,6,-30,-0.1,-12
Cc1nnc(SCC(=O)Nc2ccc3c(c2)OCO3)o1,-14,4,-5,-3,12,-0.2,-13,3,24,1.0,-6
COc1ccccc1NS(=O)(=O)c1ccc(NC(C)=O)cc1,1,-2,0,-5,-16,-0.3,-12,1,18,-2.4,-1
C=CCn1c(SCC(=O)NCc2ccc3c(c2)OCO3)nnc1C1COc2ccccc2O1 (centres undefined),-10,2,0,-1,5,-0.2,-5,5,1,0.1,-9
COc1ccccc1N1CCN(CCOc2c(OC)cccc2OC)CC1,3,nt,5,10,0,-0.2,4,-5,nt,3.4,3
Cc1ccc(C(=O)N/C(=C\c2cccs2)C(=O)NCC2CCCO2)cc1C (centres undefined),0,-1,-1,-6,2,-1.2,-15,1,-10,1.1,-2
O=C1CCC(=O)N1OCCCCOc1ccccc1,-1,2,-2,-4,-9,0.2,-9,-2,11,0.4,-9
COc1cccc(NC(=O)CN(C)CC(=O)NCc2ccc(F)cc2)c1,-9,-4,-4,1,-3,-2.2,-11,-4,nt,1.0,-4
Cc1ccccc1NC(=O)C1CCN(S(=O)(=O)c2cccc3nonc23)CC1,120,-4,-5,0,-5,-0.2,-15,-2,-9,-0.9,5
CCOC(=O)N1CCC(N2C(=O)c3ccccc3C2Nc2cc(Cl)c(OC)cc2OC)CC1 (centres undefined),-5,nt,-3,-3,14,-1.1,-3,2,21,0.1,-11
CSc1nc2nccc(-c3ccc(Cl)cc3)n2n1,-21,1,-2,2,1,-1.2,-7,-5,4,-1.2,-2
CC(OC(=O)/C=C/c1cccc(C(F)(F)F)c1)C(=O)NC1CCCCC1C (centres undefined),-6,-3,0,-6,-3,0.5,-6,1,-25,-0.4,-1
Cc1cc(NC(=O)CSCC(=O)N(C)Cc2cccc(Cl)c2)no1,-20,-1,-5,5,6,0.1,8,5,0,0.2,-6
O=C(N=Nc1c(O)[nH]c2ccccc12)c1ccco1,1,-4,4,4,0,-0.9,-2,2,-1,1.3,-8
Cc1cc(=O)[nH]c2c1cnn2Cc1ccccc1,4,0,-1,0,-5,1.3,-12,-3,37,1.3,1
CC(C)Nc1nnc(SCC(=O)/C=C2\N(C)c3ccccc3C2(C)C)s1,4,nt,1,-10,-2,3.4,-11,0,-2,-1.5,-2
CCN(CC(=O)NCc1cccs1)C(=O)/C=C/c1cc(Br)ccc1OC(F)F,3,nt,-3,-5,1,0.3,-1,-1,nt,1.3,-18
CCCCC(=O)NNC(=S)NCc1ccccc1,249,-2,-2,-4,-2,1.1,-23,3,12,-3.6,-6
CCOC(=O)/C=C/C(=O)OCC(=O)N1CCN(C(=O)c2ccco2)CC1,25,7,-7,-11,0,4.4,-9,1,24,-1.3,-4
CC(=O)c1cccc(NC(=O)c2cc(C(C)C)on2)c1,-8,nt,-4,2,-24,-0.7,-16,3,-7,1.0,-1
Cn1c(SCC(=O)Nc2ccc(N3CCOCC3)cc2)nnc1-c1ccccc1F,0,0,1,-4,-3,0.3,-5,6,-46,-1.6,-5
O=C(NC1CC1)c1cccc(Br)c1,-1,-2,-5,-3,-23,-0.5,-6,1,17,-1.3,-2
COc1ccc(OC)c(NC(=O)Nc2cccc3ccccc23)c1,-6,0,0,-6,0,0.6,-12,0,17,0.9,2
SMILES,SUMO Mot1 rescue,NSD2 inh,Keap1-Nrf2 PPI,Cardiac RTF inh,Rtt109 Vps75,C-LANA FP,PvdQ acylase,RTF Ca sens act,PfHsp90 set2,CDK5 p35 inh,dFosB activator
CC(C)(O)c1nnn(-c2ccccc2)c1C(F)(F)F,72,3,-7,-2,-6,0.1,8,1,12,2.3,7
COc1ccc(S(=O)(=O)Nc2cccc3c2O[C@H](CN(C)Cc2ccc(-c4ccccc4)cc2)[C@@H](C)CN([C@H](C)CO)C3=O)cc1,-6,nt,1,-15,2,-1.0,-8,-2,2,-1.3,12
CCC1CN(C(=O)N2CCC(C(=O)NCc3cccc(OC)c3OC)CC2)c2cc(C)ccc2O1 (centres undefined),-7,0,-5,-6,7,1.2,-8,0,-8,0.0,-7
COc1ccc(C(=O)Nc2ccccc2C(=O)N(Cc2ccco2)C(C(N)=O)C(C)C)cc1 (centres undefined),14,-1,1,1,-8,-0.5,-16,-1,-23,-1.0,10
CCOc1cc(C(=S)N2CCOCC2)ccc1OC(=O)c1cccc(C)c1,1,3,4,-4,1,-0.3,-1,-1,-23,-1.0,-9
CCOc1ccccc1Oc1c(C)oc2c(CN3CCN(C)CC3)c(O)ccc2c1=O,-2,-2,-1,-11,-63,-2.3,-16,-2,nt,-2.9,-3
COc1cccc(NC(=O)Nc2nc(-c3ccc(OC)c(OC)c3)cs2)c1,-13,-2,-5,4,14,-3.6,2,-19,-2,1.5,0
CCCCC(NC(C)=O)c1nc2ccccc2n1CCC (centres undefined),-12,2,-2,14,1,-0.9,16,-8,nt,-0.5,-1
O=S(=O)(Nc1ncccn1)c1ccc(NC(=S)NCCc2ccc(Cl)cc2)cc1,7,-1,0,-8,-3,0.0,5,-7,4,-0.4,0
Cc1cc(C)nc(NC(=O)c2c(-c3c(Cl)cccc3Cl)noc2C)n1,51,1,-1,-8,12,-0.1,-3,1,6,-0.1,8
Cc1onc(-c2ccccc2)c1C(=O)N/N=C/c1ccccc1OC(C)C,170,0,-2,-1,6,0.5,-16,-2,-3,3.1,-3
Cc1ccc(OCc2nnc(N)s2)cc1,-19,-2,-3,0,-6,0.0,3,6,-3,2.0,-5
CSc1nc(Cl)cc(Nc2ccccc2N)n1,-21,5,1,0,1,-3.3,-1,1,8,0.1,-9
O=[N+]([O-])c1ccccc1-c1ccc(C(=S)N2CCCC2)o1,-7,65*,-4,-8,nt,-0.1,-4,2,-16,3.2,-20
N#CNC(=Nc1ccccc1F)SCc1ccc(C(=O)O)cc1,7,3,0,-5,3,1.6,-7,-1,13,-0.1,-1

# Screening data from PubChem.
